procasp7 counter = procaspase-7 activators, primary screen, counter-screen for procaspase-3 activator project, biochemical, absorbance, HTS, human. Caspase-7 (Homo sapiens), P55210. recombinant procaspase-7, Ac-DEVD-pNA absorbance 405 nm; D23A/D198A/D206A triple mutant, cannot self-cleave; scale: DMSO 0, 5 µM enzyme 100. activation, % at 8.5 µM. 330,000 compounds, 0.093% hits. AID 463210, 2010;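 active = percent activation above the screen-wide mean plus 3 SD, cut at about 25% in these data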
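signal = Epi-absorbance of released pNA at 405 nm, two timepoints | assay system = Uncleavable procaspase-7 mutant enzyme | reagent = Ac-DEVD-pNA substrate, 400 µM as added | times = 1 h enzyme–compound preincubation and 2 h substrate reaction, both 25 °C | benchmarks = low DMSO alone, high DMSO plus 5 µM PC-7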
TPT1 inh = Candida albicans TPT1 enzyme inhibitors, primary screen, biochemical, fluorescence polarization; 300,000 compounds, 0.81% hits; AID 1962, 2009; recombinant caTPT1, FP RNA substrate dephosphorylation; inhibition, % at 5 µM;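 active = inhibition above the mean of all tested compounds plus 3 SD, set per screening campaign, cut at about 24% in these data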;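 also: plate controls were DMSO alone for no effect and ferristatin control at 100 nM for full effect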
CTSL1 counter = Fasciola hepatica cathepsin L1 inhibitors, primary screen, counter-screen for PFM18AAP inhibitor project, biochemical, QFRET, fluorogenic peptide substrate; recombinant F. hepatica cathepsin L1, Z-Leu-Arg-MCA fluorescence; inhibition, % at 5.96 µM; 300,000 compounds, 0.49% hits; AID 1906, 2009;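 active = inhibition above the mean of all tested compounds plus 3 SD, set per screening campaign, cut at about 17% in these data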;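 also: 0% = plate median of test compound wells and 100% = 1 µM Z-Phe-Ala-diazomethylketone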
HCV core dimer = inhibitors of HCV core protein dimerization, primary screen, biochemical, TR-FRET, high-throughput; AID 1899, 2009; inhibition, % at 5 µM; 300,000 compounds, 0.33% hits; TR-FRET GST/Flag-core106 dimerization, 1536-well;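 active = inhibition above the mean of all tested compounds plus 3 SD, set per screening campaign, cut at about 45% in these data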
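Assay system – GST-tagged and Flag-tagged HCV core protein residues 1-106 · Quantity – core106 proteins, GST 13.5 nM and Flag 17 nM · Benchmarks – unlabelled core106 and no-GST-core106 wells · Read-out basis – percent inhibition of core106 dimerization signal · Detection – time-resolved FRET, ex 340 nm, em 617 and 671 nm · Schedule – 4 h at 22.5 °C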
PP1 counter = PP1-alpha phosphatase inhibitors, primary screen, counter-screen for PP5 inhibitor project, biochemical, fluorescence, OMFP substrate, single point. purified PP1alpha. inhibition, % at 6.7 µM. 320,000 compounds, 0.9% hits;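 active = inhibition above the mean inhibition of all tested compounds plus 3 SD, computed separately for each screening campaign, cut at about 15% in these data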
Target sequence (P62136 whole entry, looked up): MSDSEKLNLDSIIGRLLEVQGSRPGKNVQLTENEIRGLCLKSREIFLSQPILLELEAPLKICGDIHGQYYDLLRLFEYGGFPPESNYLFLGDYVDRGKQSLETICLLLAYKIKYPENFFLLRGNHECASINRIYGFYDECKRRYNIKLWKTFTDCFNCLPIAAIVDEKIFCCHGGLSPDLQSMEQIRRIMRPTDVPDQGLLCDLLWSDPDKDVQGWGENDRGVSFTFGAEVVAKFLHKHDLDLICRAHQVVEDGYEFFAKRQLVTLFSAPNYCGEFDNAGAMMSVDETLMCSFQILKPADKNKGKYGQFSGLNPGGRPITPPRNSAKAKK
PP5 inh = PP5 phosphatase inhibitors, primary screen, biochemical, fluorescence | Serine/threonine-protein phosphatase 5 (Homo sapiens), P53041 | purified PP5c, OMFP substrate fluorescence | inhibition, % at 6.7 µM | 320,000 compounds, 0.18% hits;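 active = inhibition above the campaign's mean inhibition across all tested compounds plus 3 SD, cut at about 9.5% in these data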;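 also: 0% = DMSO only and 100% = 100 µM cantharidin control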
Target sequence (P53041 whole entry, looked up): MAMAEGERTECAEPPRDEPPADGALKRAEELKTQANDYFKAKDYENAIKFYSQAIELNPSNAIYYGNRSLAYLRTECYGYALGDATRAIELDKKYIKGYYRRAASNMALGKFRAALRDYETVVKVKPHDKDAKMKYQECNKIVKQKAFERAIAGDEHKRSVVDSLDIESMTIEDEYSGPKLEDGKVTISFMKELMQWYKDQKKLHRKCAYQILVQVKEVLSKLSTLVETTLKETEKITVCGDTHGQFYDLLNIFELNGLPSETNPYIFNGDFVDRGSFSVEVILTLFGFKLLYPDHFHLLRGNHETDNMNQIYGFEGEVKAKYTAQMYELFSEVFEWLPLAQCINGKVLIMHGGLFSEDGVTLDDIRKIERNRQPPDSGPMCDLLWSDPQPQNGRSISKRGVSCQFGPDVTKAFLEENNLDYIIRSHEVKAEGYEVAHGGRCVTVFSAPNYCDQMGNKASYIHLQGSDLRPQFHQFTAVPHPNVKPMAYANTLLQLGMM
GASC-1 inh = inhibitors of GASC-1 histone demethylase, primary screen, biochemical, fluorescence, DELFIA europium | inhibition, % at 2.35 µM | GST-JMJD2C(1-420) H3K9me3 demethylation | 330,000 compounds, 0.069% hits | AID 2099, 2009;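 active = more than half of a compound's replicate wells show inhibition beyond 50%, single wells judged on their own value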;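 also: signal counts dimethyl H3K9 product captured on neutravidin plate; 0% = median of DMSO wells and 100% = 0.3 times that DMSO median; strong numbers were not always called active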
Efflux pump mplx = inhibitors of Candida efflux pumps in yeast, primary screen, S. cerevisiae, Nile Red, multiplex; AID 485275, 2010; S. cerevisiae Candida pump triplex; inhibition, % at 10 µM; 330,000 compounds, 0.44% hits;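 active = plate passing quality check with inhibition over a set limit, or well fluorescence over plate mean plus 4 SD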;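 also: Nile Red retained in pooled yeast measured as flow cytometry median fluorescence; 0% = buffer negative control and 100% = Enniatin B positive control; higher means more Nile Red kept so more efflux inhibition; some compounds called inactive have numbers as strong as hits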
procasp3 activ = activators of human procaspase-3 D3A mutant, primary screen, biochemical, absorbance, PC-3 D3A mutant, single concentration. Caspase-3 (Homo sapiens), P42574. recombinant procaspase-3 D3A, Ac-DEVD-pNA absorbance 405 nm. 330,000 compounds, 0.11% hits. activation, % at 8.5 µM;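 active = activation above the mean of all tested compounds plus 3 SD, cut at about 21% in these data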;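 also: 0% = DMSO alone and 100% = DMSO wells spiked with extra 5 µM PC-3 D3A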
Target sequence (P42574 whole entry D9A/D28A/D175A): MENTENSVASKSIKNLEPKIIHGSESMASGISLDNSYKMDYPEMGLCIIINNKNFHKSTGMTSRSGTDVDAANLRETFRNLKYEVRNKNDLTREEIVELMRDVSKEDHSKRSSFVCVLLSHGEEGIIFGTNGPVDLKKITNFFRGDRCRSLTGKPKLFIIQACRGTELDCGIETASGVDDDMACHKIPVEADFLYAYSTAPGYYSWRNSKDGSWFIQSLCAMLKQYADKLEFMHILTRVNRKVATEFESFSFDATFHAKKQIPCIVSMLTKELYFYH
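Assay system – Procaspase-3 D3A mutant, all three cleavage aspartates alanine · Controls – DMSO-only low control, 5 µM PC-3 D3A high control · Schedule – 1 h compound preincubation, 2 h substrate hydrolysis at 25 °C · Signal – 405 nm absorbance of p-nitroaniline, reads at 0 and 120 min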
Active calls of the source: *; x = no result given.

The opening 2 compounds as a preview:
Under each structure – TPT1 inh	Efflux pump mplx	HCV core dimer	PP5 inh	CTSL1 counter	procasp3 activ	procasp7 counter	GASC-1 inh	PP1 counter
CC(C)CC(=O)Nc1cc2c3c(c1)C(C)C(=O)N3CCC2 (stereo not given)
    -4	0.1	5	2.9	-1	4	6	-2	-5
CCN(c1ccc(OC)cc1)S(=O)(=O)c1nnc(NC(=O)COc2ccc(F)cc2)s1
    0	0.0	0	1.2	5	-2	-6	0	15

The whole of this part, from the first entry:
Under each structure – TPT1 inh	Efflux pump mplx	HCV core dimer	PP5 inh	CTSL1 counter	procasp3 activ	procasp7 counter	GASC-1 inh	PP1 counter
CC(C)CC(=O)Nc1cc2c3c(c1)C(C)C(=O)N3CCC2 (stereo not given)
    -4	0.1	5	2.9	-1	4	6	-2	-5
CCN(c1ccc(OC)cc1)S(=O)(=O)c1nnc(NC(=O)COc2ccc(F)cc2)s1
    0	0.0	0	1.2	5	-2	-6	0	15
Cn1ccnc1C(=O)c1ccc(Cl)c(S(=O)(=O)N2CCOCC2)c1
    3	-0.1	0	10.0*	1	-7	14	-9	-2
Cc1noc(C)c1C(=O)N1CCN(S(=O)(=O)c2cccc(Cl)c2Cl)CC1
    3	-0.1	-4	1.0	9	1	0	6	0
Cc1ccccc1-n1nc2c(c1NC(=O)c1cc3ccccc3oc1=O)CS(=O)(=O)C2
    -2	0.0	1	-0.3	4	0	-3	-20	0
CC(C(=O)NCC1CCCCC1)N1CCc2ccccc2C1 (stereo not given)
    -2	0.1	-3	-1.5	-7	0	9	2	-2
Cc1cc(-c2csc(NC(=O)c3ccc(=O)[nH]c3)n2)c(C)n1Cc1ccccc1
    15	0.2	55*	-0.7	1	-1	-10	11	28*
COc1cc(/C=N/S(=O)(=O)CCc2ccccc2)ccc1O
    -2	-0.3	-1	-0.3	1	-1	16	1	1
Cc1ccc(OCCSc2nnc(NC(=O)c3ccco3)s2)cc1
    2	0.0	11	1.3	2	6	-4	-18	-2
O=C(NCC(=O)N1CCN(c2ccc(C(F)(F)F)cn2)CC1)c1ccc(Br)o1
    x	-0.2	x	0.1	x	6	1	5	-4
COc1cc(-c2c(-c3cc(OC)c(OC)c(OC)c3)noc2C)ccc1F
    1	-0.1	-1	-0.9	3	0	7	0	0
COc1ccc(CN(C(=O)c2ccccc2Br)C2CCS(=O)(=O)C2)cc1 (stereo not given)
    -5	0.0	4	0.1	2	9	1	-1	-2
Cc1cc(Cl)ccc1OC(C)C(=O)Nc1ccc(S(=O)(=O)N2CCOCC2)cc1 (stereo not given)
    1	0.0	10	4.6	2	-6	9	-10	-1
Cc1cc2nccc(-c3ccc(OCCCF)cc3)n2n1
    -4	0.3	2	1.9	-4	0	-6	-3	-1
Cc1coc2c(C)c3oc(=O)c(CCC(=O)NCCN4CCOCC4)c(C)c3cc12
    -7	-0.2	2	3.0	-1	2	1	0	2
NC(=O)CSc1nnc(COc2ccccc2)n1CCc1ccccc1
    -1	-0.1	-3	2.5	-2	3	-6	4	2
COc1ccccc1-n1c(SCC(=O)N2CCOCC2)nc(O)c(Cc2ccccc2)c1=O
    1	0.1	1	2.8	-1	1	-9	0	-6
COc1ccc(/C=C2\Sc3ccc(C(=O)NCCCN4CCCC4)cc3N(C)C2=O)cc1OC
    1	0.1	-5	3.9	2	-1	3	-1	4
Cc1ccc(OCCC(=O)OCC(=O)Nc2ccccc2)cc1
    -3	-0.4	-5	1.3	-25	-10	1	-8	0
O=C(c1ccco1)N1CCN(Cc2cc(=O)c(OCc3ccc([N+](=O)[O-])cc3)co2)CC1
    -1	0.1	6	-0.9	2	4	15	-12	-1
N#Cc1ccc(Oc2ccc(S(=O)(=O)N3CCCCC3)cn2)cc1
    3	0.2	1	1.5	3	2	-2	-1	-2
Cc1ccc(C(C)C)c(OCC(=O)NCC(c2cccs2)N2CCOCC2)c1 (stereo not given)
    1	0.0	4	3.0	4	-12	2	-3	0
CC1=CC(=C(C#N)C#N)C=C(C)N1CCN1CCN(C(=O)Nc2ccc(Cl)c(Cl)c2)CC1
    0	-0.1	4	-2.4	4	6	6	-7	-5
COc1ccc(/C=C(\C#N)C(=O)OCC(=O)NC(C)c2ccccc2)cc1 (stereo not given)
    -1	0.0	-1	0.4	-9	3	2	4	2
CC(NC(=O)c1ccc(S(=O)(=O)N(C)C)cc1)c1ccc(-n2ccnc2)cc1 (stereo not given)
    -2	-0.1	1	-1.7	2	3	6	-5	-2
CCOCc1nnc(NC(=O)c2ccco2)s1
    0	0.0	1	3.5	-10	2	9	-4	-3
CCOc1ccc(N(C(C)C(=O)NC(C)CC)S(C)(=O)=O)cc1 (stereo not given)
    1	-0.1	0	0.8	-4	-21	2	-3	2
CC(C)CN1C(=O)c2ccc(C(=O)Nc3ccc(O)cc3C(=O)O)cc2C1=O
    1	-0.2	2	-1.8	-2	4	4	-5	3
Cc1ccc2cc(CN(c3ccccc3C)S(=O)(=O)c3ccccc3)c(=O)[nH]c2c1
    3	-0.3	11	4.1	0	-3	-2	0	-3
CN1CCCN(C(=O)c2cccc3ccccc23)CC1
    -1	-0.1	8	0.3	-1	3	18	3	-4
O=C(c1cnn2c(C(F)F)cc(C3CC3)nc12)N1CCOCC1
    -5	0.0	-5	3.2	2	2	10	4	0
CCOC(=O)Nc1ccc(S(=O)(=O)Nc2cc(C)on2)cc1
    -1	0.0	3	3.0	-3	16	-2	1	-2
Cc1ccc(-n2ncc3c2CC(C)(C)CC3NC(=O)CN2CCCC2=O)cc1 (stereo not given)
    -1	0.3	2	2.2	2	9	15	1	1
N=c1sccn1CC(=O)Nc1ccc2c(c1)CCC2
    -3	0.0	3	-0.6	-4	6	1	0	-4
COc1cc2[nH]c(=S)nc(NCC3CCCO3)c2cc1OC (stereo not given)
    -5	-0.1	1	-1.6	2	-7	6	-4	1
Cc1ccc(C(=O)CC(=O)COc2ccc(Cl)cc2)cc1
    -2	0.0	4	0.2	-1	0	-1	34	6
O=C(c1cccs1)c1coc2ccc(O)c(CN(CCO)CCO)c12
    0	0.1	-2	0.2	-1	-3	-13	10	-1
CCCCN(C(=O)/C=C/c1ccc(OCC(C)C)c(OCC)c1)c1c(N)n(CCC)c(=O)[nH]c1=O
    -4	-0.2	14	-3.3	0	0	13	-17	-4
C/C(=N\NC(=O)CN(c1ccccc1)S(C)(=O)=O)c1ccccc1O
    0	0.2	-2	0.5	-2	2	1	-6	-3
Cc1c(C(=O)NCc2ccccc2)cnn1-c1ccccc1
    0	0.0	1	-0.1	6	4	7	7	2
CC(CCc1ccccc1)NC(=O)c1ccc(-n2cncn2)c([N+](=O)[O-])c1 (stereo not given)
    -1	-0.1	-3	1.0	1	-6	-6	-10	-6
Cc1ccccc1NC(=O)CCNS(=O)(=O)c1cccc2nsnc12
    -4	-0.1	-12	2.8	6	-9	-3	2	-1
COCCNC(=O)CN(C(=O)c1ccc(N2CCCC2)nc1)c1ccc(Cl)cc1
    0	-0.1	-6	2.4	1	0	-2	0	3
c1ccc(COc2ccc(OCCOCCn3cncn3)cc2)cc1
    2	-0.1	0	-3.0	-4	2	7	11	-3
COc1ccc(CCN2CC(C(=O)N3CCSCC3)CCC2=O)cc1 (stereo not given)
    -2	0.0	-17	2.8	-3	-3	-7	-38	2
CC(=O)c1ccc(N2CCN(C(=O)c3nn(Cc4ccccc4)c(=O)c4ccccc34)CC2)cc1
    2	0.0	15	0.1	2	-5	-3	19	11
O=C(CC1SCCNC1=O)Nc1ccc(Cl)cc1 (stereo not given)
    2	0.0	0	-1.5	-6	9	4	11	0
O=C(CCCN1C(=O)/C(=C/c2cccs2)SC1=S)Nc1cccc(C(=O)O)c1
    4	0.0	4	1.5	4	-6	-3	1	-5
Cc1cc(=O)[nH]c(N/N=C/c2ccc(Cl)c([N+](=O)[O-])c2)n1
    0	0.0	0	-0.1	6	1	9	-1	-1
COC(=O)NNC(=O)C1CCC(C(=O)NNC(=O)OC)CC1 (stereo not given)
    -3	-0.1	-10	1.6	1	2	4	-19	3
CCNC(=O)Cn1c(=O)c2c(ncn2Cc2ccccc2)n(Cc2ccccc2)c1=O
    0	0.2	-4	5.3	0	-8	-2	18	-3
Cc1ccc(-c2n[nH]c(=O)c3ccccc23)cc1S(=O)(=O)NCCO
    -2	-0.2	-1	-0.7	0	-2	-7	5	-2
CCCCCC(=O)N1CCN(S(=O)(=O)c2ccc3c(c2)OCCO3)CC1
    1	0.1	4	2.1	5	4	6	4	-2
COc1ccccc1C(=O)Nc1cc(C)ccc1NC(=O)c1ccco1
    -3	0.0	3	2.6	1	8	1	0	-1
COc1ccc2c(c1)c1nc(SCC(C)C)n(CCO)c(=O)c1n2C
    -1	0.6	-3	4.5	0	9	1	-4	-1
CC(=O)c1cc(-c2ccccc2)n(CC(=O)Nc2cccc(C)c2)c1C
    -3	-0.2	1	0.8	-2	10	4	0	0
CCOC(=O)c1nnn(-c2nonc2N)c1-c1ccc(C)cc1
    0	0.0	2	1.9	4	-4	7	8	0
O=C(Nc1ccc(Cl)c(Cl)c1)C1CCCCC1
    1	-0.1	6	1.9	1	-3	-1	5	-2
CSc1nc(-c2ccccc2)c(-c2ccccc2)[nH]1
    0	-0.1	-12	2.7	7	-5	-4	1	-6
O=C(COC(=O)c1ccccc1Cc1ccccc1)Nc1ccc(SC(F)F)cc1
    7	0.1	-1	5.5	5	-8	4	1	16*

(listing goes on)
Under each structure – TPT1 inh	Efflux pump mplx	HCV core dimer	PP5 inh	CTSL1 counter	procasp3 activ	procasp7 counter	GASC-1 inh	PP1 counter
CC(=O)c1cccc(NC(=O)NNC(=O)CCC(=O)Nc2ccc(C)c(C)c2)c1
    -2	0.0	0	-0.9	-2	4	9	6	-8
Cc1cc(C)c(C(=O)Cn2nc(C(=O)O)c3ccccc3c2=O)cc1C
    3	0.0	9	3.7	2	0	1	-5	4
Cn1nc(C(=O)OCc2ccccc2F)c2ccccc2c1=O
    2	-0.1	5	-2.3	9	-1	0	6	-4
CCN(Cc1ccccc1)c1ccc(/C=N/N=C(N)N)cc1
    -1	-0.3	-14	2.3	6	-1	-7	7	18*
CCOC(=O)CN(C(=O)CSc1nnc(CNc2ccc(F)cc2)n1C)c1ccccc1
    7	0.0	-5	1.8	3	-5	-1	-8	3
